From PubChem BioAssay
D3 antag – antagonists of human D3 dopamine receptor. max response, negative = inhibition, %. AID 652054. 360,000 tested, 2.5% active. P35462. D3R cells, DiscoveRx beta-arrestin luminescence, antagonist mode; stronger effect = lower value; in the data active = max response below about -50%; inconclusive = no clear call, values can overlap the other calls; also: % is scaled to controls: 0 for no effect and ±100 for the full control effect; mostly tested at two doses, the higher about 12 µM
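Cells plated overnight at 1500 cells/well, then exposed to library compounds with dopamine controls for 90 minutes at 37 degrees C. DiscoveRx reagent added for 30–60 minutes at room temperature; luminescence read, quantitative HTS format.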
DRD3 agonist – D3 dopamine receptor (human) agonism | P35462 | D3R DiscoveRx beta-arrestin cells, luminescence, 90 min | max activation, % | 410,000 tested, 0.58% active | AID 652048; in the data active = max activation above about 30%; also: 0% is about no effect; mostly tested at two doses, the higher about 12 µM
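Agonist mode: compounds and dopamine controls were applied to plated cells for 90 min at 37 degrees C after an overnight attachment at 1500 cells/well. Luminescent read-out followed 30 - 60 minutes at room temperature with DiscoveRx detection reagent.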
TDP43 rescue – inhibitors of TDP-43 toxicity in yeast; AID 652104; 410,000 tested, 1.8% active; Potency, µM (doses to about 46.1 µM), without a hit: at the highest dose growth rescue (activation), most hits filed as activators; TDP-43 expressing yeast growth rescue, BacTiter-Glo, 24 h; also: potency is read from the fitted curve at half-maximal effect; % of control where 0% means no effect; nearly all actives have a fitted effect of over 50% in size
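Readout is BacTiter-Glo luminescence of cell growth, so inhibitors register as activators. TDP-43-expressing yeast at OD600=0.02 in galactose medium, after raffinose pregrowth to mid-log, were incubated with compound for 24 hr at 30 deg C.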
FUS yeast rescue – FUS proteinopathy suppression in yeast | S. cerevisiae FUS-expressing, growth rescue, OD600, 24 h | Potency, µM (highest dose often 76.6 µM), without a hit: at the top dose growth rescue (activation), most hits filed as activators | 390,000 tested, 0.24% active | AID 1347120;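 also: potency is read from the fitted curve at half-maximal effect; plate controls were DMSO vehicle for no effect and reference control for full effect; nearly all actives have a fitted effect of over 55% in size; some results filed as inactive show a strong effect at the top dose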
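Yeast FUS proteinopathy model; galactose-induced FUS (2%), starting OD 0.005. Cpds in dilution series, 24hr, 30C, 99% humidity. Abs 600 nm growth. Pos ctrl CP55940 (top 92uM final); neg ctrl DMSO.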
EPAC2 antagonist – EPAC2 (human) antagonism; Q8WZA2; EPAC2 GEF exchange of Rap1B-BODIPY-GDP, fluorescence; Potency, µM (series often up to 114 µM), for the others: at the top dose activity, negative = inhibition, most hits filed as inhibitors; 360,000 tested, 0.18% active; also: potency is read from the fitted curve at half-maximal effect; % is scaled to controls: 0 for no effect and ±100 for the full control effect; nearly all actives have a fitted effect of over 45% in size; many of its hits are not listed in these tables
Target sequence (Q8WZA2 whole entry, looked up): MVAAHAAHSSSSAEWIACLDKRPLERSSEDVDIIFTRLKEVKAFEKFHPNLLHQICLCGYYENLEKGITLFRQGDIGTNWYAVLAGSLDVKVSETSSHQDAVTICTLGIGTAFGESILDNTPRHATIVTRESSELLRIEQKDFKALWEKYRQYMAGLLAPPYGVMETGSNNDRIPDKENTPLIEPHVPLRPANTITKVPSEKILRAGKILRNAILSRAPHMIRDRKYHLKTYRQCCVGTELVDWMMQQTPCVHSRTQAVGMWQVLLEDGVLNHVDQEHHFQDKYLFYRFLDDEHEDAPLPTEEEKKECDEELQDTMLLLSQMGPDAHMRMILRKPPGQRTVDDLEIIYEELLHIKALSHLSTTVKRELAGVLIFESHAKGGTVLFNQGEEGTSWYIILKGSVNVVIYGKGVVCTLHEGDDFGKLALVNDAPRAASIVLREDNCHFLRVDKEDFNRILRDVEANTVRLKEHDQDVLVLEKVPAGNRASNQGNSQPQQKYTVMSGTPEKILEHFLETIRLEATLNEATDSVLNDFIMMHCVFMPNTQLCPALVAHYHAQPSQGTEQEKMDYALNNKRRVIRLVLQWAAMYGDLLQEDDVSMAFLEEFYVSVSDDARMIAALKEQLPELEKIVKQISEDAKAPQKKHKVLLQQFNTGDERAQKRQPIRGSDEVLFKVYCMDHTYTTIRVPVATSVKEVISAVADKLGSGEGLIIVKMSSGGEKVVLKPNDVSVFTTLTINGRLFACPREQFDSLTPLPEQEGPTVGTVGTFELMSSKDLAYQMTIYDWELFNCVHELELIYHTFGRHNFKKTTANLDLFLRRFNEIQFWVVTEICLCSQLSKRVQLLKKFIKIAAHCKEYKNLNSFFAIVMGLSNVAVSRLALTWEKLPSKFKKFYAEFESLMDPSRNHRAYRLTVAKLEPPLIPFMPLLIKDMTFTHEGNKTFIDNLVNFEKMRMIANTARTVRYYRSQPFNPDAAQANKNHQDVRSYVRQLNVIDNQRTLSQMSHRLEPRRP
EPAC2 ag – EPAC2 (human) agonism; Q8WZA2; EPAC2 activation, biochemical qHTS; response scale: 100% = 6.5 mM cAMP response; Potency, µM (titrated, usually from 154 µM), for inactives: top-dose activation, usual class: activators; 360,000 tested, 0.079% active; AID 720711; also: potency is read from the fitted curve at half-maximal effect; nearly all actives have a fitted effect of over 50% in size
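Fluorescence exchange assay: 100 nM EPAC2 with 250 nM RAP1B-BODIPY-GDP and 50 uM GDP; compounds tested as a concentration-titration series (qHTS). Loss of Rap1-bound BODIPY-GDP fluorescence read at 480/540 nm; data normalized to 6.5 mM cAMP.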
Abeta rescue – restores growth of yeast expressing A-beta42 peptide. Potency, µM (titrated, usually from 46.1 µM), inactives show top-dose growth rescue, actives largely listed as activators. yeast expressing A-beta42, growth rescue, OD600, 48 h; response scale: 0% DMSO, 100% iron-clioquinol control. 410,000 tested, 0.063% active; also: potency is read from the fitted curve at half-maximal effect; nearly all actives have a fitted effect of over 55% in size
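Growth rescue measured by 600 nm absorbance after 48 h yeast culture at 30 C with compound. Values normalized between DMSO and an equimolar ferric chloride plus clioquinol control.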
aSyn yeast inh – alpha-synuclein toxicity inhibition in yeast; Yeast expressing alpha-synuclein, growth rescue, BacTiter-Glo, 24 h; AID 652106; Potency, µM (top dose mostly 46.1 µM), without a hit: top-dose growth rescue (activation), usual class: activators; 370,000 tested, 0.14% active; also: potency is read from the fitted curve at half-maximal effect; % of control where 0% means no effect; nearly all actives have a fitted effect of over 65% in size
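Rescue of yeast growth: cells expressing toxic alpha-synuclein, induced in galactose at OD600 0.02, incubated with compound 24 h at 30 C. ATP luminescence quantified growth; inhibitors of toxicity appear as activators.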
An asterisk follows results filed as active; ? = inconclusive; / = not tested or not shown; & = joins results of further samples; [ ] = another dose, or the depositor's remark. Unless noted, calls follow the shape of the dose curve; as a rule, active = well fitted curve in the direction sought with a large enough effect; inconclusive = small, poorly fitted or top-dose-only effect, or another doubt; inactive = no such curve, though single readings can be large; an effect the other way counts as inactive or inconclusive.

[1] CC(C)Cc1nnc(NC(=O)CCC(=O)NCCc2ccccc2)s1
[2] Cc1ccc2nc(SC(C)C(=O)NC3CCCc4ccccc43)[nH]c2c1 (stereo unspecified)
[3] Cc1ccc(NC(=O)CCc2c(C)nn(-c3ccc(N4CCOCC4)nn3)c2C)c(C)c1
[4] Cc1ccc(NS(=O)(=O)c2ccccc2F)cc1S(=O)(=O)N1CCCCCC1
[5] COc1ccccc1NC(=O)CNC(=O)c1ccccc1
[6] COc1ccc(CC(=O)OCC(=O)Nc2ccc(F)cc2)cc1
[7] COc1ccc(Nc2nc(NCc3ccco3)nc(N/N=C/c3ccccc3Cl)n2)cc1
[8] CCn1c(Oc2ccc(F)cc2F)nc2c1c(=O)n(C)c(=O)n2C
[9] COc1cccc(N(CC(=O)NC2CCCCC2)C(=O)CCC(=O)Nc2nccs2)c1
[10] O=C(Nc1ccc(Cl)cn1)C1CCCN1S(=O)(=O)c1ccccc1 (stereo unspecified)
assay / entry	1	2	3	4	5	6	7	8	9	10
D3 antag	-18	-19	12	3	0	0	-25	/	0	-4
DRD3 agonist	5	-2	-6&-3	3	5	6	-9	5	11	-3
TDP43 rescue	4%	26%	4%&3%	27%	-1%	30%	18µM*	?	0%	-2%
FUS yeast rescue	-2%	/	-18%&4%	7%	-18%	-4%	/	-20%	27%	28%
EPAC2 antagonist	0%	-7%	2%	-1%	9%	10%	-2%	/	2%	8%
EPAC2 ag	4%	15%	-2%	-1%	-5%	-8%	2%	/	3%	6%
Abeta rescue	-2%	18%	1%&1%	13%	16%	15%	-4%	-8%	-10%	0%
aSyn yeast inh	-7%	2%	3%	1%	3%	3%	-26%	-3%	-3%	6%

[11] CCCC(CCC)=NNc1ccc(S(=O)(=O)Nc2ccccc2OC)cc1[N+](=O)[O-]
[12] Cc1nc(-c2ccc(F)cc2)c(CC(=O)N(C)CC(=O)Nc2ccccc2Br)s1
[13] C/C(=N\Nc1ccccc1C)c1cccnc1
[14] COC(=O)C1=C(C)N(C)C(=O)NC1c1ccc(O)c(OC)c1 (stereo unspecified)
[15] CC1CC(C)CN(c2ncc3c(n2)CC(c2ccccc2)CC3=O)C1 (stereo unspecified)
[16] CCN(CC)S(=O)(=O)c1cccc(C(=O)N/N=C/c2ccc(N3CCOCC3)cc2)c1
[17] COc1ccc(NC(=O)c2cc(F)cc(F)c2)cc1Cl
[18] CCOc1ccc(OCCC(=O)OC(C)C(=O)Nc2ccc(Cl)cn2)cc1 (stereo unspecified)
[19] COc1ccc(S(=O)(=O)N(C)c2ccc(C(=O)NCC3CCCO3)cc2)cc1OC (stereo unspecified)
[20] Cc1cc(N(CN2CCCC2=O)C(=O)c2ccc(F)cc2)no1
assay / entry	11	12	13	14	15	16	17	18	19	20
D3 antag	-12	3	-2	26	-15	-11	?	6	3	33
DRD3 agonist	0	-5	-1	4	-4	-8	7	-1	4	4
TDP43 rescue	11%	?	?	0%	-3%	-7%	?	10%	-16%	0%
FUS yeast rescue	/	14%	5%	-21%	8%	-20%	-7%	8%	9%	-12%
EPAC2 antagonist	-3%	-3%	-7%	1%	-4%	10%	8%[57.1 µM]	-6%	4%	8%
EPAC2 ag	3%	2%	7%	4%	-11%	-5%	-12%	4%	7%	8%
Abeta rescue	18%	0%	-12%	4%	-4%	-23%	22%	25%	4%	2%
aSyn yeast inh	12%	5%	-2%	-7%	-8%	-1%	-3%	4%	-3%	/

[21] COCCN(CCOC)S(=O)(=O)c1ccc(OC)cc1
[22] CCS(=O)(=O)c1ncc(Cl)c(C(=O)Nc2ccc(S(=O)(=O)N3CCCC(C)C3)cc2)n1 (stereo unspecified)
[23] NC(=S)Nc1c(Cl)cccc1Cl
[24] Cc1ccc(C)c(CN2CCCN(Cc3cc(C)ccc3C)S2(=O)=O)c1
[25] NC(=O)C1CCN(CC(=O)Nc2ccc(S(=O)(=O)N3CCOCC3)cc2)CC1
[26] CCOC(=O)c1ccccc1OCc1cc(/C=N/NC(=O)c2cccnc2)ccc1OC
[27] COc1ccc(NC(=S)NCC2CCCO2)c(C)c1 (stereo unspecified)
[28] Cc1cc(/C=N/NC(=O)C(O)(c2ccccc2)c2ccccc2)c(C)n1-c1cccc(C(=O)O)c1
[29] COc1cccc(NC(=O)CSc2nnc(Cc3ccc(C)cc3)c(=O)n2N)c1
[30] CCOc1ccc(N(C(C)C(=O)N/N=C(\C)C(C)(C)C)S(C)(=O)=O)cc1 (stereo unspecified)
assay / entry	21	22	23	24	25	26	27	28	29	30
D3 antag	24	0	7	4	1	4	-18	1	-15	23
DRD3 agonist	-7	-33	-6	2&0	8	3	-20	-17	5	6
TDP43 rescue	3%	1%	6%	-1%&14%	-17%	21%	-3%	1%	29%	22%
FUS yeast rescue	-15%	23%	-7%	0%&-12%	-23%	15%	10%	23%	?	/
EPAC2 antagonist	7%	3%	0%	-1%	2%	2%	4%	9%	-15%	6%
EPAC2 ag	13%	-4%	5%	-3%	0%	17%	9%	-2%	8%	-7%
Abeta rescue	-2%	2%	9%	-11%&4%	-11%	-1%	-1%	1%	18%	-1%
aSyn yeast inh	-4%	-11%	-1%	11%	-2%	12%	-4%	-6%	3%	-1%

Full records as entered above:
`COc1cccc(NC(=O)CSc2nnc(Cc3ccc(C)cc3)c(=O)n2N)c1` as listed: D3 antag: -15; DRD3 agonist: 5; TDP43 rescue: 29%; FUS yeast rescue: ?; EPAC2 antagonist: -15%; EPAC2 ag: 8%; Abeta rescue: 18%; aSyn yeast inh: 3%
`COc1ccc(S(=O)(=O)N(C)c2ccc(C(=O)NCC3CCCO3)cc2)cc1OC` (stereo unspecified) as listed: D3 antag: 3; DRD3 agonist: 4; TDP43 rescue: -16%; FUS yeast rescue: 9%; EPAC2 antagonist: 4%; EPAC2 ag: 7%; Abeta rescue: 4%; aSyn yeast inh: -3%

Going on with the list:
[31] CCCn1c(C(C)Nc2nc(-c3ccc(Cl)c([N+](=O)[O-])c3)cs2)nc2cc(Cl)c(N3CCCCC3)cc21 (stereo unspecified)
[32] COc1ccc(/C=N/N=C/c2ccc(OC)c(O)c2)cc1O
[33] Cc1ccc2sc(N(CCCN(C)C)C(=O)c3ccc(S(=O)(=O)N4CCCCCC4)cc3)nc2c1C
[34] CCN1CCCC1CNC(=O)Cn1cnc2sc(C)c(S(=O)(=O)N3CCC(C)CC3)c2c1=O (stereo unspecified)
[35] CCn1c(SCC(=O)Nc2cccc(OC)c2)nc2ccccc2c1=O
[36] O=C(CSC(=S)N1CCCC1)N1CCN(S(=O)(=O)c2cccc([N+](=O)[O-])c2)CC1
[37] CC1CCN(c2ccccc2NC(=O)c2cc([N+](=O)[O-])ccc2N2CCOCC2)CC1
[38] COC(=O)c1cc(NS(=O)(=O)c2ccc(NC(C)=O)cc2)cc(C(=O)OC)c1
[39] CC(C)OC(=O)CSc1ncnc2c1cnn2Cc1ccccc1
[40] C=CCOc1ccc(Cl)cc1-c1noc(-c2csc([C@H]3C[C@H](O)[C@@H](CO)O3)n2)n1
assay / entry	31	32	33	34	35	36	37	38	39	40
D3 antag	33	-12	?	-1	-14	-7	-17	-23	19	0
DRD3 agonist	9	-1	-14	-4	-1	-24	6	0	1	5
TDP43 rescue	14%	13%	-20%	-9%	0%	1%	?	4%	-15%	?
FUS yeast rescue	7%	17%	37%	14%	18%	/	/	?	12%	22%
EPAC2 antagonist	7%	-3%	-2%	-4%	5%	-5%	5%	8%	7%	0%
EPAC2 ag	3%	3%	9%	0%	19%	11%	15%	2%	12%	0%
Abeta rescue	6%	-12%	7%	-3%	-6%	3%	-9%	-7%	-23%	-12%
aSyn yeast inh	0%	-3%	6%	1%	-14%	-1%	-3%	0%	-15%	3%

Entries by screen from the entries so far.
Compounds 32–37 in EPAC2 ag, in turn: 3%, 9%, 0%, 19%, 11%, 15%
Compounds 32–37 in aSyn yeast inh, in turn: -3%, 6%, 1%, -14%, -1%, -3%

Further records.
[41] COc1cccc(CNC(=O)CSC(=S)N2CCCC2)c1
[42] COc1ccc2nc(NCc3ccc(OC)c(OC)c3OC)sc2c1
[43] O=C(Nc1cccc(Cl)c1)OCc1cn(-c2ccccc2)nn1
[44] CC(N)c1csc(Nc2ccc(C(=O)NCCCO)cn2)n1 (stereo unspecified)
[45] COc1ccc(NC(=O)c2cc(-c3cc(OC)c(OC)c(OC)c3)nc3ccccc23)cc1OC
[46] FC(F)(F)c1cccc(CN2CCCCCC2)c1
[47] Clc1ccc(OCCn2cnc(Cl)c2Cl)cc1
[48] O=C(Cn1c2c(sc1=O)C1c3ccccc3OCC1CS2)Nc1ccc(Cl)cc1 (stereo unspecified)
assay / entry	41	42	43	44	45	46	47	48
D3 antag	-3	-16	-25	11	71	?	3	-20
DRD3 agonist	0	8	-15	-2	5	-3	-2	-10
TDP43 rescue	0%	/	-11%	3%	-13%	-13%	11µM*	12%
FUS yeast rescue	6%	14%	-3%	-4%	?	-9%	-29%	-18%
EPAC2 antagonist	-23%	-16%	-8%	3%	-12%	-1%	-27%	6%
EPAC2 ag	3%	5%	14%	6%	13%	7%	12%	15%
Abeta rescue	-6%	?	-2%	-13%	2%	-26%	?	-17%
aSyn yeast inh	0%	3%	1%	1%	-3%	-4%	20%	-10%

Pulled one by one from the entries so far (3):
[45] COc1ccc(NC(=O)c2cc(-c3cc(OC)c(OC)c(OC)c3)nc3ccccc23)cc1OC
[41] COc1cccc(CNC(=O)CSC(=S)N2CCCC2)c1
[42] COc1ccc2nc(NCc3ccc(OC)c(OC)c3OC)sc2c1
assay / entry	45	41	42
D3 antag	71	-3	-16
DRD3 agonist	5	0	8
TDP43 rescue	-13%	0%	/
FUS yeast rescue	?	6%	14%
EPAC2 antagonist	-12%	-23%	-16%
EPAC2 ag	13%	3%	5%
Abeta rescue	2%	-6%	?
aSyn yeast inh	-3%	0%	3%

The list is partial; the hit share may differ from the screen's.
